# Source: PubChem BioAssay (several laboratories)
# HIV Rev-RRE inh: HIV Rev-RRE protein-RNA interaction inhibition. P05866. actives 0.79% (n = 97,000). Rev peptide-RRE RNA binding, FRET. inhibition, % at 8 µM;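 active = inhibition above the screen-wide mean plus 3 SD, cut at about 35% in these data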;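 also: 0% = median DMSO wells and 100% = median Neomycin B control wells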
# Target sequence (P05866 whole entry, looked up): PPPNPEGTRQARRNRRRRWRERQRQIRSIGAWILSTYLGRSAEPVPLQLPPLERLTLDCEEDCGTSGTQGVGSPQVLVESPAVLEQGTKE
#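 Test system – labelled RRE RNA duplex and labelled Rev peptide · Signal – fluorescein-to-Cy5 FRET, 480 nm excitation · Evaluation – % inhibition of FRET ratio versus controls · Benchmarks – DMSO low control, neomycin B high control · Incubation – 5 min RNA-compound premix plus 15 min binding step, 25 °C · Medium – HEPES pH 7.5 salt buffer with EDTA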
# FAK inh: FAK (human) kinase inhibition. actives 0.84% (n = 97,000). biochemical FAK kinase activity assay. Q05397. AID 727. inhibition, %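 (tested at 7 µM)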; in the data active = inhibition above about 19%;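 also: 0% = DMSO and 100% = reference compound high control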
# PTPN22 inh 2: blocks human PTPN22 phosphatase activity; Q9Y2R2; recombinant LYP catalytic domain, DiFMUP fluorescence; inhibition, % at 2 µM; actives 0.21% (n = 96,000); AID 640;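 active = inhibition at 2 µM at or above a set limit, the screen mean plus 3 SD, cut at about 24% in these data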;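 also: 0% = DMSO with enzyme and 100% = enzyme fully blocked by orthovanadate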
# PTK2B oligo ant: Pyk2 (human) oligomerization antagonism; Q14289; Q293 cells, Pyk2 FERM NanoBiT luminescence; stronger effect = lower value; z-score (the deposit names both 25 µM and 10 µM); actives 0.83% (n = 99,000);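 active = Z-score of -3 or lower, scaled per plate to the spread of control and sample wells; inactive = z-score above -3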;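 also: negative z-score means lost luminescence so less FERM oligomerization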
# PLK1 kinase inh: PLK1 (human) kinase inhibition; P53350; recombinant PLK1 kinase, TR-FRET peptide phosphorylation; inhibition, % at 10 µM; actives 0.53% (n = 97,000);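 active = inhibition of 50% or more in the single-concentration screen; inactive = inhibition below 50%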;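 also: 0% = DMSO max control and 100% = H-89 dihydrochloride min control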
# Plk1 PBD FP: blocks phosphopeptide binding to human Plk1 polo box domain; Plk1 PBD phosphopeptide binding, fluorescence polarization; inhibition, %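 (tested at about 20 µM)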; P53350; AID 693; actives 0.13% (n = 97,000); in the data active = inhibition above about 34%, passing the limit was not always enough
# LYP act: LYP (human) phosphatase activation; Q9Y2R2; recombinant LYP, DiFMUP fluorescence; 0 = plate median, 100 = signal doubled; activation, % at 2 µM; actives 0.11% (n = 96,000); AID 697;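 active = activation at 2 µM above a set limit, the mean plus 5 SD, cut at about 37% in these data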
# EphB4 ephrin blk: blocks human EphB4 binding to ephrin-B2; P54760; EphB4 LBD / TNYL-RAW-Alexa532 peptide, fluorescence polarization; inhibition, % at 7 µM; actives 0.15% (n = 97,000); AID 720;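 active = inhibition above the screen-wide mean inhibition plus 3 SD, cut at about 15% in these data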;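 also: 0% = DMSO wells and 100% = excess unlabeled TNYL-RAW peptide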
# Target sequence (P54760 whole entry, looked up, the tested form may be a part): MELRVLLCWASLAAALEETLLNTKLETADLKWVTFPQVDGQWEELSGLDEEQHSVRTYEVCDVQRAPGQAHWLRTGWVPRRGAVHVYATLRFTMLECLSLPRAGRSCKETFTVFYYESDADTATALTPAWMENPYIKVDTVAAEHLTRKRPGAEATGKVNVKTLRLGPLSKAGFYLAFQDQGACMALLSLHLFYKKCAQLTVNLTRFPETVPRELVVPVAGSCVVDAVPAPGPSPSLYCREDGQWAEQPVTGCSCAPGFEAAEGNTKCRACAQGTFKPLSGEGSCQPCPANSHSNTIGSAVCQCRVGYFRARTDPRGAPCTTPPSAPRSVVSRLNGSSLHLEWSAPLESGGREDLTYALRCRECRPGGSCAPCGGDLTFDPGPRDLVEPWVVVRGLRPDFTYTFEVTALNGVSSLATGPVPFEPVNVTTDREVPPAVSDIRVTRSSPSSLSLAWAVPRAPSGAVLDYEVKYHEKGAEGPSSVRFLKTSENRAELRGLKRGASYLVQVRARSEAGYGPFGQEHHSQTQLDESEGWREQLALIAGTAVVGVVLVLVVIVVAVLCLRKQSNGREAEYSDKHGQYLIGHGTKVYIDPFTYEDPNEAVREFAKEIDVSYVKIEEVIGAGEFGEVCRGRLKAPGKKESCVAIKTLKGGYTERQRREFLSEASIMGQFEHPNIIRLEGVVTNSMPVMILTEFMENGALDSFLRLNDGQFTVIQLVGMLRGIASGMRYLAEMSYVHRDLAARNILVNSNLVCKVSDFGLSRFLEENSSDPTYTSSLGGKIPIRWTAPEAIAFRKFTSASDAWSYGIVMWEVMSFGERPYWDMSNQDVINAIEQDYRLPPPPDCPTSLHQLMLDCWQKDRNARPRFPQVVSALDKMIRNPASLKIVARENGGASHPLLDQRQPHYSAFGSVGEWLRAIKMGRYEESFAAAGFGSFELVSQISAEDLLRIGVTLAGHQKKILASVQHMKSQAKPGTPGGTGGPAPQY
# cytoskel mod: cytoskeleton assembly modification | HUVEC TNFa F-actin phalloidin imaging, high content | inhibition, % at 2 µM | actives 0.18% (n = 91,000) | AID 836;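 active = inhibition above the batch mean plus 3 SD and confirmed as a hit by visual image inspection, cut at about 30% in these data, passing the limit was not always enough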; also: strong numbers were not always called active
# * hit, by the source's call; nt = no result given.
SMILES,HIV Rev-RRE inh,FAK inh,PTPN22 inh 2,PTK2B oligo ant,PLK1 kinase inh,Plk1 PBD FP,LYP act,EphB4 ephrin blk,cytoskel mod
CCc1cccc(C)c1NC(=O)CSc1ncn[nH]1,11,-3,11,0.23,-39,-5,-9,-3,-8
O=C(NCc1ccco1)c1ccc2c(c1)N(Cc1ccccc1)C(=O)CS2,4,6,-6,-0.15,-2,-11,7,-8,-21
CCNc1nc(NCC)nc(C(=O)Nc2ccccc2)n1,2,4,1,-0.51,-9,13,1,4,2
CN1CCN(S(=O)(=O)c2ccc(Br)s2)CC1,1,-11,4,0.33,-15,-20,-4,-4,nt
CCSc1nnc(-c2ccccc2N)c(=O)[nH]1,2,-6,4,-0.83,-3,24,0,-6,14
CC(=O)c1c(C)n([O-])c2ccccc2[n+]1=O,4,1,2,-0.21,4,8,-4,2,-8
Cc1ccc(CN2C(=O)CCC2C(=O)NCCCN2CCOCC2)cc1 (stereo not given),7,-3,-5,0.61,-12,-2,4,-13,-25
O=C(CSc1nc(O)cc(=O)[nH]1)N1CCCc2ccccc21,6,3,6,0.11,-4,-12,-2,0,22
Cc1ccc(C)c(C2=CSC3=NS(=O)(=O)CCN23)c1,8,-3,2,1.9,-14,4,2,1,2
CCOc1cc(N2CCOCC2)c(OCC)cc1NC(=O)CC12CC3CC(CC(C3)C1)C2,-1,3,-3,-1.1,-5,2,6,-2,6
CC(=O)Nc1ccc(NC(=O)c2ccccc2CC[N+](=O)[O-])cc1,2,6,42*,-0.29,-14,-4,-40,7,-7
C/C(=C\C(=O)c1ccc(C)o1)Nc1ccc2c(c1)OCO2,4,0,1,1.1,-5,4,-4,-4,4
CCS/C(N)=N/N=C/c1cc(C)ccc1O,2,5,0,-0.86,-3,-10,1,-2,-1
COc1ccc(CN2C(=O)c3ccccc3C(/C=N\OCc3ccc(F)cc3)C2=O)cc1 (stereo not given),17,15,2,-0.86,-10,-38,2,-8,10
CCN(CC)CCNC(=O)C1c2cc(OC)c(OC)cc2C(=O)N2CCc3ccccc3C12 (stereo not given),3,-1,-1,0.11,-8,16,-2,-6,6
O=C(CN1CCN(c2ccccc2)CC1)Nc1cccc(C(F)(F)F)c1,-3,0,-9,-0.15,-17,21,7,-2,-6
O=C(N/N=C/c1cccc(O)c1)c1ccc(COc2ccc3c(c2)CCC3)o1,-2,2,-14,-0.31,-7,-13,14,0,-3
O=C(CCn1c(=O)[nH]c2ccccc2c1=O)N1CCN(c2ccc(Cl)cc2)CC1,14,8,3,-0.36,0,3,-2,3,-5
Cc1onc(-c2ccccc2Cl)c1C(=O)Nc1ccc2c(c1)OCO2,3,0,-11,-0.49,4,5,8,-15,-13
COc1ccccc1NC(=O)c1oc2ccccc2c1NC(=O)c1ccco1,9,0,-9,-1.4,-21,5,7,0,7
COC(=O)CC1SC(=O)NC1=Nc1ccc(O)cc1 (stereo not given),5,0,3,0.33,-16,8,0,2,12
COc1cc(C2C(C#N)=C(N)OC3=C2C(=O)CCC3)ccc1OC(=O)N1CCOCC1 (stereo not given),5,-2,0,0.62,-14,-6,-1,5,-6
COCCC(=O)NC12CC3CC(CC(C3)C1)C2,2,-3,-3,0.08,-8,2,4,-4,-5
CC(C)=C1C(=O)NN(c2ccc(F)c(Cl)c2)C1=O,8,-7,16,-0.78,-14,-7,-13,-4,-1
O=C1OC(NC(=O)c2ccccc2)C(N2CCOCC2)=C1Cl (stereo not given),8,2,0,-1.1,5,38,-3,-3,20
CC(=O)c1c(C)[nH]c(C(=O)NCCN2CCC(C)CC2)c1C,10,-1,0,-0.65,-11,-9,-2,0,-3
O=C(COc1ccc(S(=O)(=O)NC2CCCCC2)cc1)Nc1ccc2c(c1)OCCO2,7,-4,3,nt,-2,-9,-6,4,22
CC(C)/C(=N\NC(=O)Nc1ccccc1)c1ccccc1,3,-1,5,0.38,-4,-21,-3,-7,nt
CCOc1ccc(NC(=O)CS(=O)(=O)c2cn(C)c3ccccc23)cc1,0,0,-1,nt,-10,-9,-1,-6,4
Cc1ccc(S(=O)(=O)NC2=NCN(CCN3CCOCC3)CN2)cc1,1,-1,-2,0.43,-15,-16,-1,-7,7
CN(C)C(CNC(=O)CCCc1c[nH]c2ccccc12)c1ccco1 (stereo not given),3,0,-3,0.14,-2,6,6,3,-2
Cc1ccc2nc(-c3ccccc3)cc(C(=O)N3CCc4ccccc4C3)c2c1,11,3,5,-1,-11,23,-3,-1,12
Cc1occc1C(=O)NCCCCNC(=O)c1ccoc1C,8,0,6,-0.22,-5,-12,-7,2,11
CC1CN(C(=O)Cn2c(C(F)(F)F)nc3ccccc32)CC(C)O1 (stereo not given),5,-2,1,1.3,-4,-13,-1,-4,-8
Cc1ccccc1Cc1c(C)nc2nc(SCC(=O)NCc3ccco3)nn2c1C,5,-7,-4,-0.35,-10,-11,2,1,-3
COc1ccc(C2C(=O)N(C3CCCCC3)CC(=O)N2C2CCCC2)cc1 (stereo not given),2,-1,-3,0.09,-1,5,1,-13,12
CCCn1c(SCC(=O)NCCc2ccc(Cl)cc2Cl)n[nH]c1=O,-2,-1,9,0.55,-4,10,-10,4,28
O=C(CSc1nc(O)c(Cc2ccccc2)c(=O)[nH]1)Nc1ccccc1,3,-1,4,-0.95,0,9,0,-2,nt
O=C(COc1ccccc1)NC(NC(=S)Nc1ccccc1O)C(Cl)(Cl)Cl (stereo not given),9,0,4,-1.6,-11,-9,0,0,12
Cc1nc(C)c(C(=O)Nc2cccc(Cl)c2)o1,0,-8,-8,-0.06,1,16,5,-4,-10
O=C(c1nc2nc(-c3ccc(Cl)cc3)cc(C(F)(F)F)n2n1)N1CCOCC1,-2,0,-22,0.32,2,-12,20,-5,8
COc1ccc(-n2c(SCC(=O)Nc3nc(C)cs3)nnc2-c2ccoc2C)cc1,11,0,1,-1.1,-4,7,-2,0,-1
Cc1ccc(CNC(=O)c2ccc(Cn3nc(C)c(Cl)c3C)o2)cc1,3,4,1,-0.29,-13,-10,-4,0,22
CCOC(=O)N1CCN(C(=O)CSc2ncccn2)CC1,4,0,-1,1.1,-12,19,-1,-3,nt
COc1cc(CNCc2cccs2)ccc1OCc1cccs1,0,0,4,0.3,-11,34,-2,-1,13
O=C(CCN1CCN(c2ccccc2F)CC1)c1ccc(Br)cc1,9,-2,-8,0.48,-12,27,5,10,3
Cc1ccsc1/C=N\NC(=O)c1ccc2c(c1)OCO2,-1,-10,-2,1.2,0,-12,5,-7,0
CCc1nnc(NC(=O)CCC(=O)N2CCN(CCOc3ccc(C)cc3)CC2)s1,8,0,-3,1.6,-6,-3,1,-2,-22
COc1cc(C2C(C#N)=C(C)NC3=C2C(=O)CC(C)(C)C3)cc(OC)c1O (stereo not given),0,-4,-3,0.62,-7,-32,1,-1,10
COc1ccccc1S(=O)(=O)Cc1ccc(C(=O)NC2CCCCC2)o1,1,-2,-7,0.24,-6,-2,5,2,2
Cc1ccc(Oc2ccc(Cl)cc2NC(=O)c2cnccn2)cc1,10,0,-2,-0.18,-8,11,6,0,3
COc1ccccc1CNC(=O)COC(=O)c1cnccn1,5,-4,-4,-0.57,-5,2,2,-7,1
O=S(=O)(c1cccc(-c2nn3c(-c4ccncc4)nnc3s2)c1)N1CCOCC1,4,-1,-5,nt,-2,-10,6,-1,56
CCCn1c(SCC(=O)Nc2ccc(OCC)cc2)nnc1C(C)C,1,-3,8,-0.23,-14,27,-4,2,4
C=CCNc1nc(NC(C)(C)CO)nc(OC)n1,3,-1,10,0.03,-8,2,-11,2,-2
COc1ccc(CC(=O)Nc2ccc(S(=O)(=O)Nc3cc(C)on3)cc2)cc1,1,-3,-6,0.54,1,12,4,-3,2
CCOc1ncccc1C(=O)NCC1COc2ccccc2O1 (stereo not given),5,1,3,-0.94,-7,-2,-5,4,16
C/C(CC(=O)Nc1ccccc1[N+](=O)[O-])=N\NC(=O)COc1ccccc1C,4,-1,4,-0.29,-10,3,-5,-1,20
CC(C)Cc1nc2oc3c(=O)[nH]cnc3c2c2c1CCC2,5,4,0,0.84,38,-12,-2,-1,-1
CCOC(=O)c1cnc(-n2nc(C)cc2C)nc1Nc1ccc(N(C)C)cc1,-6,6,19,-0.95,-3,2,-17,-1,8

# Single values from the results shown:
# COc1ccccc1S(=O)(=O)Cc1ccc(C(=O)NC2CCCCC2)o1 @ HIV Rev-RRE inh = 1
# CCOc1ncccc1C(=O)NCC1COc2ccccc2O1 (stereo not given) @ cytoskel mod = 16

# Compounds listed so far that have a cyano group, in the order listed:
SMILES,HIV Rev-RRE inh,FAK inh,PTPN22 inh 2,PTK2B oligo ant,PLK1 kinase inh,Plk1 PBD FP,LYP act,EphB4 ephrin blk,cytoskel mod
COc1cc(C2C(C#N)=C(N)OC3=C2C(=O)CCC3)ccc1OC(=O)N1CCOCC1 (stereo not given),5,-2,0,0.62,-14,-6,-1,5,-6
COc1cc(C2C(C#N)=C(C)NC3=C2C(=O)CC(C)(C)C3)cc(OC)c1O (stereo not given),0,-4,-3,0.62,-7,-32,1,-1,10

# Next section.
SMILES,HIV Rev-RRE inh,FAK inh,PTPN22 inh 2,PTK2B oligo ant,PLK1 kinase inh,Plk1 PBD FP,LYP act,EphB4 ephrin blk,cytoskel mod
Cn1c(=O)c2c(ncn2CC(=O)Nc2ccccc2Sc2ccccc2)n(C)c1=O,2,-2,-12,0.29,-10,-11,11,0,3
CC(=NC1CCCC1)c1c(C)[nH]n(-c2nc3ccccc3s2)c1=O,13,2,0,1.2,-7,-1,-1,8,2
CCOC(=O)CC(=O)CSc1ncnc2c1cnn2-c1ccccc1,17,4,-11,-1.1,2,-21,9,3,nt
Cc1ccc(CN2CCN(/N=C/c3ccco3)CC2)c(C)c1,-1,-2,6,0.06,-14,7,-6,0,2
COC(=O)C1Sc2[nH]c(=O)sc2C(c2ccc(Cl)cc2)C1C(=O)OC (stereo not given),1,4,0,nt,1,-14,-3,-10,-18
N#C/C(=C\c1cn(Cc2ccccc2C#N)c2ccccc12)C(=O)NCc1cccs1,10,8,0,nt,-8,-18,3,9,20
O=C(CNS(=O)(=O)c1cccs1)N1CCN(c2ccccn2)CC1,-1,-1,-6,1.7,-6,-21,5,-13,8
Cc1cc(Cl)c(S(=O)(=O)NCC2CCCO2)cc1OCC(N)=O (stereo not given),0,-8,11,0.17,-3,4,-13,1,-16
Cc1ccc(NC(=O)c2cccc(N3C(=O)CCC3=O)c2)nc1,4,-2,2,-0.1,-9,4,-2,1,-9
Cn1c(=O)n(C)c2cc(CNc3ccc(N4CCOCC4)c(C(=O)O)c3)ccc21,7,7,-8,-0.33,-3,-15,6,12,-7
Cc1ccc(Cl)c(OCC(O)CN(CCO)CCO)c1 (stereo not given),6,1,8,0.06,-9,8,-9,1,15
Cc1ccccc1NC(=O)c1ccc(CN2CCc3ccccc3C2)cc1,7,2,8,1.7,-1,-27,-4,-9,5
COc1cccc(OC)c1C(=O)Nn1c(C2CCC2)nc2ccccc2c1=O,5,-6,-4,0.19,2,12,1,-7,1
Cc1ccc(C)c(OCCCCCn2ccnc2)c1,2,-7,1,-0.2,-3,-12,-3,-4,7
CCOC(=O)C(C(=O)NCc1ccc(F)cc1)c1ncc(C(F)(F)F)cc1Cl (stereo not given),6,1,14,-0.66,-6,8,-12,-3,3
Cc1nn(Cc2ccccc2)c(C)c1NC(=O)CSc1nnc(-c2cc(Cl)ccc2O)n1C,5,1,8,-0.24,-13,-8,-7,-1,-4
COc1cc(N)ccc1Cc1ccc(N)cc1OC,1,-2,-3,0.33,-10,23,0,2,8
Cc1cc(C)nc(Sc2ccc(/C=C(\C#N)C(=O)Nc3ccccc3)o2)n1,15,-1,-1,-0.8,-11,-2,4,-1,-7
CN(C)/C=C/C(=O)c1ccc(Cl)cc1,4,-9,13,-0.41,-6,-4,-9,-1,-27
